Source: PubChem (several laboratories)
CRFBP-R2 block – CRF-BP/CRF-R2 complex antagonism | HEK293 CRF-R2/CRF-BP, CRF-induced calcium fluorescence | inhibition, % at 11.8 µM | 350,000 tested, 0.59% active | AID 588475;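 active means inhibition of the ligand-induced calcium signal above about 50% at the single tested concentration, limit read from the data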
M4 antag – CHRM4 antagonism in calcium assay; P08173; CHO-hM4 cells, ACh EC80, Fluo-8 calcium fluorescence; inhibition, % at 3 µM; 360,000 tested, 0.73% active; AID 624125;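 active means inhibition above its plate's cutoff, the mean inhibition of sample wells plus 3 SD, cut at about 27% in these data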;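 further: 0% = acetylcholine EC80 with DMSO and 100% = DMSO without agonist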
Target sequence (P08173 whole entry, looked up): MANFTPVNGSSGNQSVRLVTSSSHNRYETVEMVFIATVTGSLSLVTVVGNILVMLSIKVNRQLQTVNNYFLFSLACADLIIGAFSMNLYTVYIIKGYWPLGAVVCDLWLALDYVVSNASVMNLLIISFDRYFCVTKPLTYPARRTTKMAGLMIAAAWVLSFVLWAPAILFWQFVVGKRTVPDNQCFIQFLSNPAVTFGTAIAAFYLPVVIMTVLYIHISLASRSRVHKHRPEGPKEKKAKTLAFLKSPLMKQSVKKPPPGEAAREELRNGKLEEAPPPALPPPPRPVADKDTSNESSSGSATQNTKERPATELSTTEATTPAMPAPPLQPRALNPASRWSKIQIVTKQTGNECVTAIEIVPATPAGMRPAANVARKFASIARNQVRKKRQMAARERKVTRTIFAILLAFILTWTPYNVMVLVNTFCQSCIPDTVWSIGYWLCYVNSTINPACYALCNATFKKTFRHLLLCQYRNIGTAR
CHRM5 PAM – potentiates acetylcholine response at human M5 receptor | 360,000 tested, 0.3% active | AID 624038 | activation, % at 3 µM | CHO-K1 hM5, Fluo-8 calcium, ACh EC20 PAM; 0% = ACh EC20, 100% = ACh EC100;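 active means activation above the run cutoff, the mean activation of all test compounds plus 3 SD, cut at about 18% in these data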
Target sequence (P08912 whole entry, looked up): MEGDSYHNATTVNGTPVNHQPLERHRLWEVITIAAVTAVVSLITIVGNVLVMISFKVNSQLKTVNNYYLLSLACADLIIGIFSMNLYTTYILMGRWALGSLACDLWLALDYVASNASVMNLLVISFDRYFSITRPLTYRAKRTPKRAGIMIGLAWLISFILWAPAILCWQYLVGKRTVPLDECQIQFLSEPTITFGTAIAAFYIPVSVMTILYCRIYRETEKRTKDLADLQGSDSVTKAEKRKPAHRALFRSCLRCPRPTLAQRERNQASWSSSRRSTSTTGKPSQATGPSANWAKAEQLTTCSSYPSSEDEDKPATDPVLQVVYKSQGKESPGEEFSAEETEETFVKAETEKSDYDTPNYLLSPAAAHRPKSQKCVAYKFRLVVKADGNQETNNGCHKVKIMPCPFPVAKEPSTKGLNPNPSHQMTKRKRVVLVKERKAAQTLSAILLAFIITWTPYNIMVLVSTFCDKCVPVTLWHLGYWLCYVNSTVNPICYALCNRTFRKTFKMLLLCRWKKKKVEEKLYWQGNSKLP
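Assay system: CHO-K1 hM5 cells / Incubation: Fluo-8 loading 80 min at 37 °C plus 30 min room temperature / Technique: Fluo-8 calcium dye fluorescence, kinetic read / Repeats: single replicate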
IDE cell inh – inhibits human insulin-degrading enzyme in HEK cells. 320,000 tested, 0.41% active. FAbetaB cleavage, fluorescence polarization. P14735. inhibition, % at 5.59 µM. AID 434962;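 active means percent inhibition above the average of all tested compounds plus 3 SD, set per screening campaign, cut at about 16% in these data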;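 further: IDE supplied by intact live HEK cells; FP after avidin binding of uncleaved biotin substrate so inhibition keeps polarization high; 0% = DMSO wells and 100% = 60 µM reference IDE inhibitor Ii1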
M4 ag – CHRM4 agonism in calcium assay. P08173. CHO-K1 hM4/Gqi5, Fluo-8 calcium fluorescence; vehicle 0%, full acetylcholine response 100%. activation, % at 3 µM. 360,000 tested, 0.14% active. AID 624127;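 active means activation above the run mean over all test wells plus 3 SD, cut at about 32% in these data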;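 further: peak over basal fluorescence ratio per well then scaled between controls; 0% = DMSO wells and 100% = acetylcholine at EC100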
CHRM4 PAM – positive allosteric modulators of human muscarinic M4 receptor | CHO-K1 hM4/Gqi5, Fluo-8 calcium fluorescence, ACh EC20; 0% = ACh EC20, 100% = maximal ACh | activation, % at 3 µM | 360,000 tested, 0.4% active;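 active means activation above its plate's cutoff, the mean activation of sample wells plus 3 SD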; further: some results filed as inactive read as strong as hits
CRFBP-R2 agonist – CRF-BP/CRF-R2 complex agonism; activation, % at 13.2 µM; HEK293 CRF-R2/CRF-BP, calcium dye fluorescence (FLIPR); percent of saturating CRF peptide response; 350,000 tested, 0.46% active;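 active means activation of at least 50%, plus an integration ratio under a set limit after plate pattern correction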;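 further: plate controls were neutral control wells without compound for no effect and CRF at EC100 for full effect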
CHRM5 antagonist – blocks acetylcholine activation of human M5 receptor; P08912; inhibition, % at 3 µM; AID 624040; CHO-hM5 cells, Fluo-8 calcium fluorescence, ACh EC80; 360,000 tested, 0.59% active;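 active means inhibition above a per-plate cutoff, the mean of that plate's test compounds plus 3 SD, cut at about 27% in these data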;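 further: 0% = acetylcholine EC80 with DMSO and 100% = DMSO without agonist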
CHRM5 agonist – agonists of human muscarinic M5 receptor (CHRM5); 360,000 tested, 0.19% active; activation, % at 3 µM; CHO-K1 hM5 cells, Fluo-8 calcium fluorescence; 0% DMSO wells, 100% maximal acetylcholine response; P08912;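 active means activation above the run's mean over test compounds plus 3 SD, cut at about 23% in these data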;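 further: signal is peak over basal fluorescence ratio across the kinetic read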
An asterisk follows results filed as active; / = not tested or not shown.

SMILES	CRFBP-R2 block	M4 antag	CHRM5 PAM	IDE cell inh	M4 ag	CHRM4 PAM	CRFBP-R2 agonist	CHRM5 antagonist	CHRM5 agonist
CN1CCN(C(=O)CCN2C(=O)/C(=C\c3ccc(Cl)cc3)SC2=S)CC1	-17	-7	-3	-2	4	-5	1.3	4	-3
CCN(Cc1ccccc1)C(=O)C1CCC(CNc2c(N3CCOCC3)c(=O)c2=O)CC1 (configuration not stated)	0	0	4	1	0	-1	0.3	-1	0
Cc1cc(C(=O)NN=Cc2c(C)[nH]c3ccccc23)c(C)o1	26	-13	-5	2	1	13	-2.5	-2	2
FC(F)(F)c1cc(-c2ccccc2)nc(-n2cc(Cl)cn2)n1	-31	8	-1	3	-1	-15	0.4	-3	-1
CCOC(=O)c1c(C)c(C(=O)NCCc2ccc(S(N)(=O)=O)cc2)c(C)n1CC	2	4	-2	0	2	-3	-5.1	4	2
CC1CC(C)CN(C(=O)CCc2ccccc2)C1 (configuration not stated)	3	8	8	0	-1	-3	-1.6	-5	3
COc1ccc2nc(Cl)cc(Cl)c2c1	-5	-2	4	-3	5	-2	0.8	3	2
CC1OC1c1ccc(-c2ccc(C3OC3C)cc2)cc1 (configuration not stated)	6	3	-1	/	2	1	-0.3	3	7
CC(=O)Oc1ccc(C(=O)[C@H]2[C@H]3C(=O)N(c4cccc5ccccc45)C(=O)[C@H]3[C@@H]3C=CC=NN32)cc1	-9	1	-7	2	7	-1	3.7	11	1
COc1ccc2c(c1)CSC(c1ccccc1)C2=O (configuration not stated)	11	-24	0	/	3	8	-4.7	0	0
CC(CN1CCCCC1)NC(=O)c1cccs1 (configuration not stated)	-1	-1	2	4	0	6	1.3	5	1
Cc1ccc2c(cnn2C(=O)CCC(=O)N2CCCCC2)c1	71*	-6	0	-3	1	6	-2.1	1	-2
C[C@@H]1CC=C[C@H]2[C@H]1C(=O)N(Cc1ccccc1)[C@H]2c1cccc([N+](=O)[O-])c1	1	4	-15	2	0	4	-1.4	12	-7
C/C(=N\NC(=O)CC1N=C(Cc2ccccc2)NNC1=O)c1ccccc1 (configuration not stated)	33	9	0	-3	0	-2	-4.2	0	-5
O=C(CCN1C(=O)[C@@H]2Cc3ccccc3CN2C1=O)N[C@@H](C(=O)O)c1ccccc1	3	3	1	-3	0	2	-0.9	1	3
COc1ccccc1C(=O)NCC(=O)OCC(=O)N(CC(C)C)c1c(N)n(Cc2ccccc2)c(=O)[nH]c1=O	2	-7	3	-5	2	12	-0.1	2	-1
O=C(CSC1=Nc2ccccc2C2=NC(CC(=O)NC3CCCCC3)C(=O)N12)NCc1ccco1 (configuration not stated)	-1	6	-2	1	0	1	1.7	2	2
Cc1cc(OCc2cc(C(=O)NC(C)c3cnn(C)c3)no2)cc(C)c1Cl (configuration not stated)	20	-5	-7	/	7	0	0.6	2	2
N=c1n(CCO)c2ccccc2n1CCOc1ccc(Cl)cc1Cl	-32	0	-1	-3	0	-7	-0.6	6	-3
CCNC(=O)C1(C)CCN(C(=O)c2cccc3ccccc23)C1 (configuration not stated)	/	-14	0	/	1	-1	/	-2	0
CCCNC(=O)CS(=O)Cc1nc(-c2ccccc2C)oc1C (configuration not stated)	5	-16	4	3	1	7	2.9	-6	-3
O=C(/C=C/c1ccc(Cl)cc1Cl)N(Cc1ccc(Cl)cc1)C1CCS(=O)(=O)C1 (configuration not stated)	-38	0	2	-2	1	9	0.8	-9	-2
CCOc1cc(CNc2ccc(N3CCOCC3)cc2)cc(Br)c1OCC	13	-2	-2	-7	0	0	-2.5	1	0
Cc1cccc(NC(=O)CSc2nnc([C@@H]3CCCN3C(=O)OC(C)(C)C)o2)c1C	-20	-2	-1	-1	1	0	2.5	0	-2
O=c1cc[nH]c2ccc(OC(F)(F)F)cc12	-30	-3	1	3	0	-12	3.7	7	2

(cont.)
SMILES	CRFBP-R2 block	M4 antag	CHRM5 PAM	IDE cell inh	M4 ag	CHRM4 PAM	CRFBP-R2 agonist	CHRM5 antagonist	CHRM5 agonist
COC(=O)c1ccc(CSc2n[nH]c(C)n2)o1	13	-2	-1	3	1	8	-0.9	0	0
Cc1ccc(S(=O)(=O)NCC2CCC(C(=O)O)CC2)cc1 (configuration not stated)	-2	0	8	1	1	6	7.4	-10	-2
O=C(CNC(=O)Cc1ccccc1)NCC(=O)OCC(=O)c1ccc(F)cc1	-2	-20	6	8	2	15	0.0	1	-2
COc1ccc(Cl)cc1NS(=O)(=O)N1CCOCC1	-13	6	3	1	1	-4	-0.2	4	-4
CCn1ccnc1CN(C)C(=O)CCc1nnc(CCCc2ccccc2)o1	16	6	5	1	1	-2	-1.3	-4	-2
Cn1c(=O)c2c(nc(SCC(=O)O)n2Cc2cc3c(cc2Cl)OCO3)n(C)c1=O	-21	4	4	3	0	-3	2.8	-16	3
O=C(COC(=O)c1ccc([N+](=O)[O-])o1)Nc1ccc(F)cc1	11	-1	-7	0	2	9	-0.7	-1	4
NC(=O)C1CCN(C(=O)COc2ccc(S(=O)(=O)NCc3ccccc3)cc2Cl)CC1	-11	4	-7	4	1	-4	0.4	3	2
O=C(N/N=C1\CCS(=O)(=O)c2ccc(F)cc21)c1ccc([N+](=O)[O-])cc1	-2	9	-3	-9	3	-23	-0.3	3	0
Cc1nc2c(OCc3ccc(C(F)(F)F)cc3)cccn2c1N(C)CC1CC1	/	10	-14	/	6	-16	/	7	0
COc1ccc(Cl)cc1S(=O)(=O)N1CCCC(C(=O)NCc2ccccc2)C1 (configuration not stated)	4	0	-5	0	4	-3	-0.6	0	-4
CC(C)CNC(=O)C(=O)Nc1cc2c3c(c1)C(C)C(=O)N3CCC2 (configuration not stated)	1	1	-2	5	1	1	0.4	1	-4
O=C(N/N=C/c1ccccc1)c1ccc(CN2C(=O)c3cccc4cccc2c34)cc1	3	-4	-1	7	2	16	-0.6	-5	-2
CCc1cc(CNC(=O)c2ccc(OC)c(OC3CCN(C(C)C)CC3)c2)on1	-10	-1	-2	-1	1	-2	1.8	6	-7
Cc1cc(C)c(C)c(S(=O)(=O)N2CCN(C(=O)c3cc(S(=O)(=O)N4CCOCC4)ccc3F)CC2)c1C	4	10	-15	11	11	-6	1.0	11	-1
COc1ccc(CCn2c(=O)[nH]c3cc(C(=O)NCCCN4CCOCC4)ccc3c2=O)cc1OC	-7	-7	2	4	1	-1	0.4	6	3
CCNC(=S)N(Cc1cc2cc(C)c(C)cc2[nH]c1=O)C1CCCC1	-82	-1	-2	-2	0	1	-0.2	13	-3
Cc1ccc(-n2ncc(C(=O)N3CCc4ccccc4C3)c2NC(=O)c2ccco2)cc1C	-8	-11	-2	-1	5	5	0.4	-1	1
C=C(C)C(=O)N1CC2(CC(c3cccc(NC(=O)CC(c4ccccc4)c4ccccc4)c3)=NO2)C[C@H]1C(N)=O (some centres not stated)	-10	-3	3	1	4	2	4.3	-5	-11
CCCc1cc(=O)[nH]c(SCC(=O)c2cc(C)n(CC3CCCO3)c2C)n1 (configuration not stated)	1	0	-9	-1	3	-8	3.1	14	4
COCC(C)n1c(SCC(=O)NNC(=O)c2ccccc2)nc2ccccc2c1=O (configuration not stated)	17	5	4	-3	1	-3	-2.6	-5	1
O=C1C=C(O)C(n2cncn2)C(c2ccc(F)cc2)C1 (configuration not stated)	-2	-5	-9	3	15	-5	1.3	3	3
O=C(/C(=N\Nc1ccc(Br)cc1)Sc1nnnn1-c1ccccc1)c1ccccc1	-8	3	-10	3	0	0	-2.1	7	-1
CCCCC1CCC(C(=O)Nc2ccc(N3CCOCC3)cc2N2CCOCC2)CC1 (configuration not stated)	-13	-4	-2	0	1	7	-0.1	7	1
Cc1nc(SC(C)C(=O)NCc2ccc3c(c2)OCO3)nc(C)c1C (configuration not stated)	-6	9	-3	2	0	0	-3.7	8	-7

3 compounds drawn at random from those above, as already listed:
SMILES	CRFBP-R2 block	M4 antag	CHRM5 PAM	IDE cell inh	M4 ag	CHRM4 PAM	CRFBP-R2 agonist	CHRM5 antagonist	CHRM5 agonist
C=C(C)C(=O)N1CC2(CC(c3cccc(NC(=O)CC(c4ccccc4)c4ccccc4)c3)=NO2)C[C@H]1C(N)=O (some centres not stated)	-10	-3	3	1	4	2	4.3	-5	-11
CCNC(=S)N(Cc1cc2cc(C)c(C)cc2[nH]c1=O)C1CCCC1	-82	-1	-2	-2	0	1	-0.2	13	-3
O=C(N/N=C/c1ccccc1)c1ccc(CN2C(=O)c3cccc4cccc2c34)cc1	3	-4	-1	7	2	16	-0.6	-5	-2

Continued:
SMILES	CRFBP-R2 block	M4 antag	CHRM5 PAM	IDE cell inh	M4 ag	CHRM4 PAM	CRFBP-R2 agonist	CHRM5 antagonist	CHRM5 agonist
Cc1ccc(-c2sc(C(=O)NN)c(C)c2C#N)cc1	4	11	-7	-4	1	-6	0.3	19	-5
Cc1cc(=O)nc2c3ccccc3n(CC(=O)NCCCN3CCCC3=O)n12	-1	-22	-3	-5	0	7	-3.6	10	-3
O=C(Nc1cc(S(=O)(=O)N2CCCC2)ccc1OCC(F)(F)F)c1ccncc1	-15	-19	-1	/	1	6	-0.5	-3	0
CCCNC(=O)c1ccc(CN2CCc3ccccc3C2)cc1	85*	12	-2	5	0	-9	-3.6	-2	-7
CC(O)(CS(=O)(=O)Cc1ccccc1)C(=O)Nc1ccc(C(F)(F)F)cc1 (configuration not stated)	2	-7	0	0	5	10	1.1	5	2
O=C(Nc1cccc(Br)c1)c1ccc(CSc2ccccc2)cc1	-19	-6	-1	-1	-1	1	15	-4	-3
CCOC(=O)Cc1cc(=O)n2[nH]c(C)c(-c3ccc(OC)cc3)c2n1	-2	-5	5	2	0	16	0.1	-2	0
Cc1nc2nc[nH]n2c(=O)c1NS(=O)(=O)c1ccc([N+](=O)[O-])cc1	-9	-3	-1	5	1	0	0.2	4	-2
CCOC(=O)C1C(=O)NCC1c1ccccc1 (configuration not stated)	-5	-2	-5	-3	1	9	0.5	7	-1
CC(C)Oc1ccc2ccccc2c1CNC[C@H]1O[C@@H](n2ccc(N)nc2=O)[C@H](O)[C@@H]1O	-1	-12	5	/	0	5	0.2	-3	0
OCCN1CCN(c2ncnc3c2c(-c2ccccc2)cn3-c2ccc(Br)cc2)CC1	1	-3	5	-7	4	6	-0.4	5	-4
COc1ccc(/C=C2/Sc3ccc(C(=O)NCCCN4CCOCC4)cc3NC2=O)cc1OC	-2	6	2	-1	1	-3	0.4	-1	-4
CCOC(=O)c1c(C)[nH]c(C)c1C(=O)COC(=O)c1ccc(OC)cc1	2	-6	0	2	5	1	1.4	2	-2
O=C(NN1C(=O)C2C3C=CC(C4CC34)C2C1=O)c1ccc(Cl)c(Cl)c1 (configuration not stated)	0	2	-2	4	3	-2	-0.4	-4	-1
NC(=O)CSc1nnc(COc2ccc3ccccc3c2)o1	-2	-3	-3	/	4	1	-1.6	2	4
O=C(NCC(c1ccco1)N1CCCC1)c1cccc(NS(=O)(=O)c2ccc(Br)cc2)c1 (configuration not stated)	3	6	-6	-7	1	-5	0.0	5	-10
COCCNC(=O)c1cc(-c2ccccc2C)nn1CC1CC(c2cccnc2)=NO1 (configuration not stated)	4	-8	5	4	1	-4	-3.2	4	1
CCCCC(=O)Nc1ccc(NC(=O)C2CC2)cn1	-7	-1	-2	3	0	-2	-1.6	-4	0
Cc1cc(C)c2nc(SCC(=O)Nc3cc(C)on3)c(C#N)cc2c1	-12	-10	0	-10	1	3	4.7	9	-2
COc1ccc(OC)c(/C=C/C(=O)OCC(=O)NCc2ccccc2)c1	19	-13	8	0	3	2	-3.6	5	-3
